Assay outcomes (PubChem)
mouse EphA4 binding – inhibitors of EphA4 binding to KYL peptide, primary screen, biochemical, colorimetric, mouse EphA4 (AID 689); 0.1% of 62,000 active; EphA4-AP binding to KYL peptide, pNPP A405; higher % means a stronger effect; inhibition, % at 10 µM, or IC50 in µM where a hit was titrated; Ephrin type-A receptor 4 (Mus musculus); in the data active means a potency from the dose series; inactive means the rest, 99 in 100 with inhibition below about 22%
* hit, by the source's call; & = joins results of further samples. This is a subset; the hit share may differ from the screen's.

SMILES	mouse EphA4 binding
Cc1ccc(Cn2ccc(NC(=O)c3cc(-c4ccc5c(c4)OCO5)on3)n2)cc1	5.5%
CC(=O)OCCCn1c(=O)c2cc3c(=O)n(CCCOC(C)=O)c(=O)c3cc2c1=O	-6.6%
COc1ccc(/C=N/n2cnnc2SCc2ccccc2)cc1	-14.4%
CCN(CC)CCNC(=O)CCCCn1c(=S)[nH]c2c([nH]c3ccc(OC)cc32)c1=O	1.7%
COc1cc(/C=C2/SC(=S)N(CCC(=O)Nc3ccc(C(=O)O)cc3)C2=O)cc(OC)c1OC	4.4%
Cc1ccc(NC(=O)N2CCC(C(=O)NCC(C)C)CC2)cc1	-0.8%
O=C(Nc1ccc(N2CCOCC2)cc1)c1ccc(S(=O)(=O)N2CCCCC2)cc1	-10.7%
CCc1noc(C)c1C(=O)NCCc1ccc(OC)c(OC)c1	-1.0%
CCCCNC(=O)Cn1cnc2sc(C(=O)OCC)c(C)c2c1=O	-9.7%
COC(=O)c1cc(-c2ccc3c(c2)OCO3)nc2ccccc12	1.9%
Cc1cc(C(=O)CSc2nc3ccccc3c(=O)n2C)c(C)n1Cc1ccc2c(c1)OCO2	-2.7%
O=C1C2C(c3ccc([N+](=O)[O-])cc3)OC3(C(=O)c4ccccc4C3=O)C2C(=O)N1c1ccc(Cl)cc1 (stereo not given)	-6.2%
O=C(COc1ccc(Cl)cc1Cl)N1CCCCCC1	-32.0%
COc1cc(CNCc2ccccn2)ccc1OCc1ccc(Cl)cc1Cl	0.5%
CCOC(=O)N1CCN(c2ncnc3c2[nH]c2ccc(OC)cc23)CC1	-8.0%
COc1ccc(N2C(=O)C3CCCN3C2c2ccccc2F)cc1 (stereo not given)	-10.1%
O=C1C2C3c4ccccc4C(c4ccccc43)C2C(=O)N1Cc1cccnc1 (stereo not given)	-4.9%
Cc1ccc(S(=O)(=O)/N=C(/Nc2ccc([N+](=O)[O-])cc2)c2ccccc2)cc1	-6.8%
Oc1cccc2ccc(/C=C/c3cccs3)nc12	1.8%
O=C(CN(c1cccc(Cl)c1)S(=O)(=O)c1ccccc1)Nc1ccc2ccccc2c1	-4.5%
Cc1cc(Cl)cc(Cl)c1OCC(=O)NCc1ccco1	-4.2%
COc1cccc(/C(O)=C2/C(=O)C(=O)N(CCCN3CCOCC3)C2c2ccncc2)c1 (stereo not given)	-9.8%
Cc1nn(Cc2c(Cl)cccc2Cl)c(C)c1NC(=O)c1sc2ccccc2c1Cl	-15.1%
O=C(N/N=C/c1ccccn1)c1ccco1	-5.7%
Cc1nc2c(-c3ccc(F)cc3)c(C)nn2c(N2CCOCC2)c1C	7.7%
CCCN(Cc1cc2cc(OC)ccc2[nH]c1=O)C(=O)c1ccncc1	4.0%
Cc1ccc(O)c(C2=Nc3ccccc3N=C(c3ccco3)C2)c1	14.6%
O=C(CN1C2CCCC1CC(NC(=O)c1ccco1)C2)Nc1ccccc1 (stereo not given)	1.1%
COCCNC(=O)C1CCN(S(=O)(=O)c2ccccc2)CC1	-14.9%
Cc1cc(N2CCN(C)CC2)nc2ccc(NC(=O)c3cccnc3Cl)cc12	-20.7%
Cc1cccc(-n2c(C)nc3sccc3c2=O)c1	-2.8%
O=S(=O)(c1ccccc1)N(CC(O)Cn1c2ccccc2c2ccccc21)c1ccccc1 (stereo not given)	2.6%
N#CCSc1nc2sc3c(c2c(=O)n1C1CCCCC1)CCCC3	7.5%
O=C(c1ccco1)N1CCN(S(=O)(=O)c2cccc(C(F)(F)F)c2)CC1	-4.7%
Cc1ccc2oc3c(c(=O)c2c1)C(c1ccc(F)cc1)N(CCCN1CCOCC1)C3=O (stereo not given)	-9.7%
Cn1nnc(NC(=O)CSc2ncn[nH]2)n1	-12.0%

Three structures already listed, ordered by molecular weight, highest first:
SMILES	mouse EphA4 binding
O=S(=O)(c1ccccc1)N(CC(O)Cn1c2ccccc2c2ccccc21)c1ccccc1 (stereo not given)	2.6%
N#CCSc1nc2sc3c(c2c(=O)n1C1CCCCC1)CCCC3	7.5%
Cc1nc2c(-c3ccc(F)cc3)c(C)nn2c(N2CCOCC2)c1C	7.7%

The list goes on.
SMILES	mouse EphA4 binding
Cc1ccc(C)c(C(=O)c2c(C)nc3sccn23)c1	5.8%
NC(=O)c1cc2ccccc2oc1=NCc1ccccc1	-10.8%
Clc1ccc(CN2CCN(/N=C/c3ccc(Cl)c(Cl)c3)CC2)cc1	6.0%
CCc1nnc(NC(=O)CSc2nnc(CNc3ccc(Cl)cc3)o2)s1	-0.3%
CN(C)C(=O)c1cnc(Sc2ncc(C(F)(F)F)cc2Cl)n1C	5.5%
COc1cccc(-c2csc(N3CCN(CC(=O)NNC(=O)c4ccc(Cl)cc4)CC3)n2)c1	-7.5%
CN(C)C(=O)c1ccc(Oc2ccc(C(=O)N(C)C)cc2)cc1	-11.3%
Nc1cccc(-c2nc3ccc(N)cc3s2)c1	-9.3%
CSc1nc(-c2ccccc2)c(-c2ccccc2)[nH]1	0.4%
Cc1ccc2cccc(Oc3cnccn3)c2n1	-7.2%
CCOC(=O)c1cc(-c2ccccc2)sc1NC(=O)c1ccc(OC)cc1	-3.3%
O=C(O)COCC(=O)Nc1ccc2c(c1)CCC2	-6.8%
CC(C)NC(=O)/C(=N\O)c1ccccc1	-10.9%
CCOc1cc(N2CCOCC2)c(OCC)cc1NC(=O)CCS(=O)(=O)c1ccc(Cl)cc1	6.5%
CCn1c(=O)cc(SCC(=O)N2CCN(c3ccccc3F)CC2)c2ccccc21	15.8%
COc1ccc(-c2nc3cc(NC(=S)NC(=O)c4ccco4)ccc3o2)cc1OC	-6.6%
COCCn1c(SCC(=O)Nc2cccc(S(N)(=O)=O)c2)nc2ccccc21	3.4%
CCOC(=O)C(C(=O)Nc1ccc(C)cc1)C1CCCCC1 (stereo not given)	-3.8%
CCOc1ccc2nc(SCC(=O)c3ccc(C)s3)sc2c1	-15.9%
Cc1ccccc1C(=O)c1cccn1CC(=O)O	15.0%
Cc1c(C(=O)N/N=C/c2ccccc2)sc(=S)n1C	31.6%
CCOc1ccc(N(CC(=O)Nc2ccc(OC)cc2)S(=O)(=O)c2c(C)noc2C)cc1	-8.1%
Cc1ccc2c(c1)nnn2C1CCN(CC(=O)Nc2ccccc2N2CCOCC2)CC1	-8.4%
CC(C)CNC(=O)CSc1ccc(Cl)cc1	-13.3%
Cc1ccc(C)c(N/C(N)=N/c2nc(C)cc(C)n2)c1	7.1%
Cc1ccc(CNC(=O)c2ccc(CN3CCOCC3)cc2)cc1	-1.6%
CC(/C=N/N1CCN(c2ccccc2)CC1)=C\c1ccccc1	0.8%
CCCn1c(SCC(=O)NCCc2ccc(Cl)cc2Cl)n[nH]c1=O	-4.0%
CC(C)OC(=O)c1ccc(Cn2nnc3ccccc3c2=O)cc1	-23.4%
O=C(OCc1nc(-c2ccccc2)oc1COC(=O)c1ccco1)c1ccco1	-15.8%
Oc1c(Cl)cc(Cl)cc1C=Nc1ccc(Br)cc1	-6.1%
Cc1cccn2c(=O)c(C=Nc3ccccc3)c(NCCO)nc12	2.6%
CC(C)Nc1nnc(SCC(=O)c2c(N)n(Cc3ccccc3)c(=O)n(C)c2=O)s1	-13.8%
CCOC(=O)c1cnc(SCC(=O)Nc2sc(C)c(C)c2C#N)nc1N	-8.2%
COc1ccccc1S(=O)(=O)Cc1ccc(C(=O)NCCN2CCCC2)o1	-4.4%
Cc1ccc(CN(c2ccc(C(=O)N3CCOCC3)cc2)S(C)(=O)=O)cc1	-7.2%
CC(C)c1ccc(NC(=O)CSc2nnc(-c3ccccn3)n2C)cc1	-15.0%
CC1(C)N=C(C(=O)c2ccccc2)N(O)C1(C)O (stereo not given)	-16.9%
CCC1CC2CC(NC(C)=O)C1C2 (stereo not given)	-7.2%
COc1ccc(CCNC(=O)C2CCN(S(=O)(=O)c3cccc4nsnc34)CC2)cc1OC	-10.5%
CC(N=C1NS(=O)(=O)c2ccccc21)c1ccccc1 (stereo not given)	-3.1%
Cc1[nH]n(-c2ccccc2)c(=O)c1CCOC(=O)c1ccc(C(F)(F)F)cc1	-6.8%
Cc1ccc(-c2cc(C(F)(F)F)n3ncc(C(=O)NCc4ccco4)c3n2)cc1	-13.8%
CCOc1ccc(CCNC(=O)C2CCN(c3nnc(-n4cccc4)s3)CC2)cc1OCC	-15.1%
Cn1nnnc1SCC(=O)NC(=O)Cc1ccccc1	3.1%
Cc1cc(C)c(NS(=O)(=O)c2ccc(Cl)c(C(=O)O)c2)c(C)c1	-1.7%
O=C(Nc1ccccc1-c1ccccc1)c1cccc(I)c1	-10.3%
Cc1ccc(NC=C(S(=O)(=O)c2ccccc2)S(=O)(=O)c2ccccc2)c(C)c1	-15.2%

Three entries picked at random from the list so far:
SMILES	mouse EphA4 binding
O=C(Nc1ccccc1-c1ccccc1)c1cccc(I)c1	-10.3%
Cc1ccc(-c2cc(C(F)(F)F)n3ncc(C(=O)NCc4ccco4)c3n2)cc1	-13.8%
CC1(C)N=C(C(=O)c2ccccc2)N(O)C1(C)O (stereo not given)	-16.9%

New compounds follow
SMILES	mouse EphA4 binding
Cc1cccc(-c2noc(CSc3ccccc3)n2)c1	-9.7%
COc1cc(C(=O)Nc2nc3ccc(C)cc3s2)ccc1OCc1c(C)noc1C	8.5%
Cc1ccccc1NC(NC(=O)c1cccs1)C(Cl)(Cl)Cl (stereo not given)	-7.9%
COc1ccc(/C=C/C(=O)Nc2ccccc2C(F)(F)F)cc1OC	-12.5%
NC(=O)C1CCN(C(=O)C2CCN(S(=O)(=O)c3ccccc3)CC2)CC1	2.4%
CCS(=O)(=O)N1CCN(c2ccc([N+](=O)[O-])c(NC(C)c3ccccc3)c2)CC1 (stereo not given)	-4.5%
S=c1[nH]nc(-c2ccccc2)n1Cc1ccccc1	-8.2%
COC(=O)c1cccnc1NC(=S)NNC(=O)c1ccccc1	5.5%
Nc1c(C(=O)NC2CC2)c2nc3ccccc3nc2n1-c1ccc2c(c1)OCO2	-1.3%
CCn1ccnc1C(O)c1cccc(OC)c1 (stereo not given)	3.7%&-4.1%
COC(=O)c1cccc(NC(=O)CSCc2ccccc2)c1	-5.4%
COc1cccc(/C=N/Nc2ccc(S(=O)(=O)O)cc2)c1O	-8.5%

Of the compounds above, nine contain fluorine:
SMILES	mouse EphA4 binding
COc1ccc(N2C(=O)C3CCCN3C2c2ccccc2F)cc1 (stereo not given)	-10.1%
Cc1nc2c(-c3ccc(F)cc3)c(C)nn2c(N2CCOCC2)c1C	7.7%
O=C(c1ccco1)N1CCN(S(=O)(=O)c2cccc(C(F)(F)F)c2)CC1	-4.7%
Cc1ccc2oc3c(c(=O)c2c1)C(c1ccc(F)cc1)N(CCCN1CCOCC1)C3=O (stereo not given)	-9.7%
CN(C)C(=O)c1cnc(Sc2ncc(C(F)(F)F)cc2Cl)n1C	5.5%
CCn1c(=O)cc(SCC(=O)N2CCN(c3ccccc3F)CC2)c2ccccc21	15.8%
Cc1[nH]n(-c2ccccc2)c(=O)c1CCOC(=O)c1ccc(C(F)(F)F)cc1	-6.8%
Cc1ccc(-c2cc(C(F)(F)F)n3ncc(C(=O)NCc4ccco4)c3n2)cc1	-13.8%
COc1ccc(/C=C/C(=O)Nc2ccccc2C(F)(F)F)cc1OC	-12.5%

Going on with the list.
SMILES	mouse EphA4 binding
CSCC[C@H](NC(=O)Nc1ccc(C)cc1C)C(=O)O	-12.5%
COCCNC(=O)C(c1ccccc1)N(Cc1cccs1)C(=O)Cn1nnc2ccccc21 (stereo not given)	-1.2%
Cc1nnc(NC(=O)C2CCCN(S(=O)(=O)c3ccccc3C(F)(F)F)C2)s1 (stereo not given)	-23.8%
CCOc1ccc(CNC(=O)C2CCN(S(=O)(=O)N3CCCC3)CC2)cc1OC	-14.5%
O=C(NC(NC(=S)Nc1cc(Cl)ccc1Cl)C(Cl)(Cl)Cl)c1ccccc1Cl (stereo not given)	-9.6%
Nc1nonc1C(=O)NCCNCc1cc(Br)ccc1OCc1ccc(F)cc1	2.5%
COc1ccccc1C(CC(N)=O)c1ccco1 (stereo not given)	-12.5%
Cc1ccc(C(C(=O)NCc2ccco2)N(Cc2ccco2)C(=O)CNC(=O)c2ccco2)cc1 (stereo not given)	-10.9%
Cc1ccc(SCCC(=O)Nc2cccc(N(C)S(C)(=O)=O)c2)cc1	-4.3%
O=C(NCCc1ccc(Cl)cc1)C1CCN(S(=O)(=O)N2CCCCC2)CC1	-2.1%
O=C(O)c1cccn1Cc1ccccc1F	-8.3%
O=C(Nc1ccccc1)OCc1cc(-c2ccccc2Cl)on1	0.1%

Taken from above.
Reading of O=C(Nc1ccccc1)OCc1cc(-c2ccccc2Cl)on1 under mouse EphA4 binding: 0.1%
Reading of Cc1ccc(C(C(=O)NCc2ccco2)N(Cc2ccco2)C(=O)CNC(=O)c2ccco2)cc1 (stereo not given) under mouse EphA4 binding: -10.9%
Reading of CSCC[C@H](NC(=O)Nc1ccc(C)cc1C)C(=O)O under mouse EphA4 binding: -12.5%
Reading of COc1ccccc1C(CC(N)=O)c1ccco1 (stereo not given) under mouse EphA4 binding: -12.5%
